Screens (PubChem BioAssay)
HTR5A ag ctr: HTR5A agonists in luminescence cell assay, primary screen, counter-screen for OPRM1-OPRD1 heterodimer agonist project, full-deck HTS | 5-hydroxytryptamine receptor 5A (Homo sapiens), P47898 | activation, % at 9.3 µM | AID 504692, 2011 | actives 0.61% (n = 340,000) | cell-based; in the data active = activation mostly above about 9.5%, no sharp cut-off; inactive = mostly below about 7.6%;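 note: 0% = cells with vehicle only and 100% = reference agonist; strong numbers were not always called active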
Target sequence (P47898 whole entry, looked up): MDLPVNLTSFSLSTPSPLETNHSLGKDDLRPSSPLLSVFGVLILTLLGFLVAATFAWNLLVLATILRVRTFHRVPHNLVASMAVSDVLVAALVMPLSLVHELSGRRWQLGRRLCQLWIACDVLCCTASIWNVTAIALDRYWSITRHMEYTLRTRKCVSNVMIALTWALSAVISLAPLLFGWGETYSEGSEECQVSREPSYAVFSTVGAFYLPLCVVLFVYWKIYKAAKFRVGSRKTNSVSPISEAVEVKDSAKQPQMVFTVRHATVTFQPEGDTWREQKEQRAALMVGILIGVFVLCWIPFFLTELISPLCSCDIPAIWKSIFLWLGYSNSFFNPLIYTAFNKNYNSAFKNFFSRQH
dFosB activator: activators of delta FosB homodimer, primary screen, biochemical, fluorescence polarization, TAMRA-CDK5 oligo, single point; actives 0.99% (n = 340,000); Protein FosB (Mus musculus), P13346; purified delta FosB; percent of positive-control signal above neutral wells; activation, % at 25 µM;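 active = mean activation above about 17%, with every replicate also reaching it, limit read from the data, passing the limit was not always enough; inconclusive = only one of the two conditions met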;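 note: fluorescence polarization rise as delta FosB binds a TAMRA Cdk5 AP-1 oligo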
SR-BI DiI inh: inhibitors of SR-BI mediated HDL lipid uptake, primary screen, ldlA[mSR-BI] cells, fluorescence, single point; ldlA[mSR-BI] CHO cells, DiI-HDL uptake fluorescence, 3 h; actives 0.96% (n = 320,000); Scavenger receptor class B member 1 (Mus musculus), Q61009; AID 488896, 2010; inhibition, % at 12.5 µM;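 active = mean replicate inhibition of at least 70% and a set share of replicates each scoring 70 or more; inconclusive = meets just one of the two criteria; inactive = fails both criteria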;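 note: 0% = median of neutral control wells and 100% = median of positive control wells; values of inactives mirror those of a sister screen read the other way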
Target sequence (Q61009 whole entry, looked up): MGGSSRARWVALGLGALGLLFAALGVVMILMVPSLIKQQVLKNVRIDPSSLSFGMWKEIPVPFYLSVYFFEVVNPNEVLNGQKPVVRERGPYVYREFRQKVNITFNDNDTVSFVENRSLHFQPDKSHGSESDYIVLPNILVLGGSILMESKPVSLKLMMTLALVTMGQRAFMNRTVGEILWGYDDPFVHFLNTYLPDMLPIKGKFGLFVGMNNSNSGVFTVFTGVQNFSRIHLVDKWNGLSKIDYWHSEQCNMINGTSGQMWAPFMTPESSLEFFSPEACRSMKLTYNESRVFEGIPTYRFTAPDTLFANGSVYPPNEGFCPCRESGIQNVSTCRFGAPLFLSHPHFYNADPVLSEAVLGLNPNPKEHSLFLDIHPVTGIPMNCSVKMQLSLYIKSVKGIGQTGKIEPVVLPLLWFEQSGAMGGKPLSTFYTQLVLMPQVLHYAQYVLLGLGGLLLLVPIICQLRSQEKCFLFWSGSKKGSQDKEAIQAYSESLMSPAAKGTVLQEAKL
Wnt act: Wnt/beta-catenin pathway activators, primary screen, cell-based, plate reader, single point | Wnt/beta-catenin reporter cell assay, activator | activation, % at 9.35 µM | actives 1.2% (n = 300,000) | AID 743398, 2014; in the data active = activation above about 30%, passing the limit was not always enough; inconclusive = no clear call, values can overlap the other calls;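 note: 0% = neutral control wells and 100% = positive control wells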
MITF act: activators of MITF-driven TRPM1 promoter reporter, primary screen, cell-based, SK-MEL-5, luciferase, single point; SK-MEL-5 TRPM1-promoter luciferase, 24 h; % of positive control, neutral wells = 0; activation, % at 12.5 µM; actives 0.75% (n = 300,000); AID 588334, 2011;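 active = mean activation of at least 80% with every replicate also reaching 80%; inconclusive = mean reaches 80% but some replicate falls short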;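 note: 0% = neutral control wells and 100% = parthenolide positive control wells; values of inactives mirror those of a sister screen read the other way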
V-ATPase pH: regulators of yeast V-ATPase proton pumping, primary screen, pHLuorin cytosolic pH fluorescence; S. cerevisiae; response, % at 10 µM; actives 0.37% (n = 350,000); AID 504577, 2011; in the data active = response mostly above about 7.3%, no sharp cut-off; inactive = mostly below about 5.4%; note: actives read high; inactives centre near 0; some compounds called inactive have numbers as strong as hits; reference of the scale not given here
CDK5 inh: inhibitors of human CDK5/p35 kinase, primary screen, biochemical, single concentration; Cyclin-dependent kinase 5 (Homo sapiens) + Cyclin-dependent kinase 5 activator 1 (Homo …; Recombinant CDK5/p35, ADP-Glo luminescence, 60 min; inhibition, % at 10 µM; actives 0.01% (n = 330,000); AID 488839, 2010;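 active = highest replicate inhibition of at least 50% and at least 75% of replicates reaching 50%; inconclusive = only one of the two criteria met; inactive = both criteria failed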;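 note: plate controls were DMSO neutral control for no effect and GW8510 at 10 µM for full effect; many of its hits are not listed in these tables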
NSD2 HMT inh: NSD2 histone methyltransferase inhibitors, primary screen, biochemical, AlphaScreen, single concentration, set 2; NSD2 peptide methylation, 120 min; actives 0.54% (n = 310,000); AID 743445, 2014; Histone-lysine N-methyltransferase NSD2 (Homo sapiens), O96028; inhibition, % at 12.5 µM; in the data active = inhibition above about 50%
PvdQ inh: P. aeruginosa PvdQ acylase inhibitors, primary screen, biochemical, fluorescence, plate reader and imaging, single point. inhibition, % at 10 µM. AID 488965, 2010. PvdQ acylase [Pseudomonas aeruginosa LESB58]. purified PvdQ acylase. actives 0.063% (n = 340,000); in the data active = inhibition above about 30%, passing the limit was not always enough; inconclusive = no clear call, values can overlap the other calls;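 note: 0% = vehicle neutral wells and 100% = reference inhibitor wells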
HTR5A inv ag: HTR5A inverse agonists in luminescence cell assay, primary screen, counter-screen for OPRM1-OPRD1 heterodimer inverse agonist project, full-deck HTS. HTR5A cell line, inverse agonism. inhibition, % at 9.3 µM. actives 0.083% (n = 340,000); in the data active = inhibition mostly above about 23%, no sharp cut-off; inactive = mostly below about 18%;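 note: 0% = cells with DMSO and 100% = no-cell wells with DMSO; some compounds called inactive have numbers as strong as hits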
Starred values were filed as active, the others as inactive; ? = inconclusive; / = no result given.

SMILES	HTR5A ag ctr	dFosB activator	SR-BI DiI inh	Wnt act	MITF act	V-ATPase pH	CDK5 inh	NSD2 HMT inh	PvdQ inh	HTR5A inv ag
CC(C)Cn1c(CCCNC(=O)c2ccc(F)cc2)nc2ccccc21	1	2	32	-1	0	2	-0.1	/	-6	-24
O=C(CCNC(=O)c1ccco1)NCc1ccc(F)cc1	0	1	1	3	-7	1	-0.5	-5	8	0
O=C(C1CCCN(S(=O)(=O)c2ccc(Br)cc2)C1)N1CCN(Cc2ccccc2)CC1 (centres undefined)	2	-6	1	-4	-20	-1	-0.1	-1	-7	13
Cn1cnnc1SCC(=O)Nc1ccc(OCc2ccccc2)cc1	-1	-3	13	3	35	1	-1.5	0	-8	4
Cc1ccc([C@H]2C(C(=O)O)=C[C@@H](C(C)(C)C)N2S(=O)(=O)c2ccc(C)cc2)cc1	-2	2	-7	-2	-5	4	-0.7	/	-16	7
C=CCn1c(=O)/c(=C/c2cc(OC)c(OC)c(OC)c2)s/c1=C(/C#N)c1nc2ccccc2n1C	-4	-3	1	/	-9	-1	-0.6	-1	3	13
Cc1cccc(OCC(=O)NCCNC(=O)c2cccnc2)c1	-1	-6	/	-1	3	-5	0.5	0	-6	3
COc1ccc(C(=O)c2c[nH]c(C(=O)NCc3cccs3)c2)cc1	-2	1	9	/	1	-2	-0.6	0	-15	5
CN(C)C(CNC(=O)c1ccco1)c1cccs1 (centres undefined)	1	1	-7	-2	8	1	0.6	0	-10	-3
COc1ccc(C(C(=O)NC2CCCCC2)N(C(=O)CCl)c2cccc(Cl)c2)cc1 (centres undefined)	86*	-2	-28	3	-87	0	0.7	-1	10	-107
CCOC(=O)C(C)On1c(-c2ccccc2)nc2ccc([N+](=O)[O-])cc21 (centres undefined)	3	-3	5	/	99*	-1	2.0	5	-4	-10
c1ccc2c(c1)OCC(CNCC1COc3ccccc3O1)O2 (centres undefined)	1	2	6	-1	/	-1	-1.7	0	-15	-2
CCOc1ccc2ccccc2c1/C=N/NC(=O)CNC(=O)c1ccccc1F	5	-2	/	-2	0	4	0.8	-4	-4	-2
O=C(c1ccoc1)N1CCCC(N2CCN(c3ccc(F)cc3)CC2)C1 (centres undefined)	5	0	-23	0	-7	4	-5.1	5	-11	9
Cc1ccc(NCc2nnc(SCC(=O)Nc3ncc(C)s3)n2Cc2ccco2)c(C)c1	-4	-7	27	-11	/	-6	0.6	5	8	11
CN(C)CCNC(=O)c1cc2c(s1)-c1ccc(Cl)cc1SC2	51*	-20	35	7	-99	0	1.0	32	-13	-202
Cc1cc(C)n(CCN(C)Cc2nc(Cc3ccccc3F)no2)n1	2	4	-12	0	17	-1	-2.5	-5	-15	-5
Cc1ccc(C(=O)COC(=O)CNC(=O)c2cccs2)cc1C	0	-6	-27	-1	-7	2	-2.0	-3	-13	1
CCN(CC)S(=O)(=O)c1cccc(-n2c(O)c(C=Nc3ccccc3C(=O)O)c3ccccc3c2=O)c1	7	-11	/	4	-53	1	1.6	/	7	-17
Cc1cccc2cc(CN(CCN3CCOCC3)C(=O)NCc3ccccc3)c(=O)[nH]c12	-2	3	0	/	-4	1	0.7	/	-24	5
COC(=O)c1cccc(N2C(=O)c3cccnc3C2=O)c1	1	-6	-4	-4	-3	-1	-0.5	/	-8	-3
O=C(/C=C/c1ccc(Cl)cc1)Nc1nccs1	-2	23*	19	15	33	2	1.2	16	-5	6
Cc1noc(C)c1S(=O)(=O)Nc1ccc(C(=O)N2CCN(c3ccc(Cl)cc3)CC2)cc1	1	-4	-12	/	0	3	-0.4	2	-16	-14
CCOC(=O)c1cc2sccc2n1CC(=O)OC(C)C	0	-2	20	/	5	7	7.3	/	8	-21
CC(NC(=O)COC(=O)CCNC(=O)c1ccco1)C12CC3CC(CC(C3)C1)C2 (centres undefined)	-2	2	-17	/	4	0	-0.2	-2	3	-19
C#CCNS(=O)(=O)c1ccc(F)cc1Br	-4	-10	6	-1	5	0	-0.8	/	-10	13
CCNC(=O)COC(=O)c1[nH]c(C)c(C(=O)OC)c1C	3	-2	-18	2	36	-5	-0.4	-3	3	-6
COc1ccccc1C(=O)NCC(=O)Nc1ccccc1	2	0	-7	/	-10	-4	0.8	2	-16	-20
N#C/C(=C\c1cn(CCOc2ccccc2)c2ccccc12)C(=O)NCC1CCCO1 (centres undefined)	-1	-7	66	-1	3	2	-0.9	-1	-10	8
C=CCN(CC=C)Cc1ccc(C(=O)OC)o1	0	-6	-16	0	6	-1	-2.2	-1	-12	-15
COc1ccc(C(=O)NC(=S)Nc2nnn(C)n2)cc1	-3	-2	0	-1	13	2	-1.2	0	-12	21
COc1ccc2[nH]c(=O)c(NC(N)=S)nc2c1	2	0	10	-3	11	-2	-0.3	-2	-5	2
CCC(C)(C)C1CCC(=NNC(=O)c2ccoc2C)CC1 (centres undefined)	-2	-5	-5	12	3	-1	-0.4	/	-12	-6
CCCCC(=O)Nc1cccc(NC(=O)c2ccc(Br)cc2)c1	-1	1	22	/	9	-4	-1.3	-1	-13	-12
CCSc1nsc(NC(=O)Nc2ccccc2F)n1	-1	4	39	7	14	1	-0.1	-3	2	-17
O=C(CN1CCC(O)CC1)N1c2ccccc2C=Cc2ccccc21	4	-2	/	-1	9	2	-1.0	/	0	-11
COc1cccc(NC(=O)CN(C)C(=O)c2c(C)nn(Cc3ccc(C)cc3)c2Cl)c1	3	-12	26	-1	0	0	1.0	-1	-12	-8
Cc1cc(C)c(CSc2ncc(-c3ccc([N+](=O)[O-])cc3)[nH]2)c(C)c1	-1	1	45	-3	1	-5	-1.0	8	-3	2
Cc1nn2cc(-c3ccc(N)cc3)nc2s1	5	3	13	/	40	0	1.2	-1	-7	1
CCCCCCn1nc(C(=O)N(CCCC)c2c(N)n(CCC)c(=O)[nH]c2=O)c2ccccc2c1=O	5	-8	40	-3	-20	5	-2.3	-1	-10	-21
c1ccc(CCc2ccccn2)cc1	-3	1	-8	2	30	1	-1.5	-8	?	10
COc1ccc(N2C(=O)c3ccccc3NC23CCC(C)CC3)cc1 (centres undefined)	1	-15	-11	/	65	-2	-1.2	5	2	5
Cc1cc(C(=O)OCCN2C(=O)c3ccccc3C2=O)c2ccccc2n1	-1	-6	7	-1	5	-3	-0.7	2	5	7
Cc1nnsc1C(=O)Nc1cccc(Cl)c1Cl	0	-6	20	/	/	8	-2.0	-3	-9	-5
Cc1cc(C)c2c(c1)/C(=N\N=c1\sc3ccccc3n1C)C(=O)N2	6	-15	29	12	5	-2	0.4	1	-13	-31
COc1cc2c(cc1OC)C(c1ccccc1)N(C(=O)c1cccc(S(C)(=O)=O)c1)CC2 (centres undefined)	-1	-3	/	-1	-14	2	-0.2	1	-14	5
O=C(NCSc1ccnc(SCNC(=O)c2ccccc2)n1)c1ccccc1	-5	6	2	-1	-7	-2	1.8	-2	-9	19
NC(=O)c1ccc(NC(=O)CS(=O)(=O)c2cn(CC(=O)N3CCCC3)c3ccccc23)cc1	7	7	-3	2	6	1	-2.6	0	-14	-4
CN(C)CCNc1ccc2nnn3c4ccc(O)cc4c(=O)c1c23	2	-54	-31	0	-27	-4	0.6	/	-6	-9
COc1cccc(-c2nnc(SC(C(=O)c3c[nH]c4ccccc34)c3ccccc3)n2C)c1 (centres undefined)	-1	?	75*	-21	-6	-1	1.4	-1	-13	21

The list continues:
SMILES	HTR5A ag ctr	dFosB activator	SR-BI DiI inh	Wnt act	MITF act	V-ATPase pH	CDK5 inh	NSD2 HMT inh	PvdQ inh	HTR5A inv ag
O=C(Cn1cc([N+](=O)[O-])ccc1=O)NCC1COc2ccccc2O1 (centres undefined)	-1	-3	8	-2	-6	4	2.1	-3	-16	16
COc1ccc(C2NC(=S)NC3=C2CCCC3=C2SCCS2)cc1 (centres undefined)	2	14	-18	?	-84	1	0.5	-2	10	-7
CCOc1cccc(/C=C(\C#N)C(=O)NC2CC2)c1	6	2	13	0	-6	0	0.0	0	-10	5
O=C(CC1C=Cc2ccccc2N1C(=O)c1ccccc1)c1ccccc1 (centres undefined)	0	-7	4	-3	0	-2	1.5	-1	-4	1
NC(=O)c1ccc(NS(=O)(=O)c2ccccc2F)cc1	1	5	-11	/	-5	0	-1.3	-4	-12	-2
CC(C)C(=O)NC(=S)Nc1ccc(S(=O)(=O)Nc2nccs2)cc1	-5	1	-22	6	-5	-4	-0.6	-1	-2	14
Cc1cc(OC(=O)c2ccccc2)n(CCC#N)n1	1	-3	-25	/	14	-3	-0.6	1	-10	16
COc1ccc(-c2csc(Nc3ccc(S(=O)(=O)Nc4cc(C)on4)cc3)n2)cc1C	3	-11	17	1	-15	1	-1.2	63*	-9	2
Cc1cc(C)cc(C(=O)OCC(=O)Nc2cccc(S(=O)(=O)NC3=NCCCCC3)c2)c1	4	-1	7	-4	1	1	-0.5	-1	2	-28
CNS(=O)(=O)c1cccc(C(=O)OCC(=O)Nc2cc(F)ccc2F)c1	-4	-10	6	-1	-7	-1	-1.6	-1	-12	11
CC(C)N1C(=O)CSC1c1ccc(Br)cc1 (centres undefined)	-1	-5	-32	-3	-3	1	-2.8	0	-13	-5
CC(C)(C)c1nc2cc(Cl)c([N+](=O)[O-])cc2o1	-2	5	-6	1	-4	0	-1.3	1	-7	6
CCOC(=O)c1cnc2ccc(C)cc2c1N(C)Cc1ccccc1	2	-10	20	-2	-14	1	1.3	-3	8	-7
COc1ccc(CCNC(=O)c2cccs2)cc1	-3	-2	-13	0	/	1	0.9	-5	3	9
COc1cc2c(cc1OC)C(=O)NCC(C)(C)O2	-8	-4	-35	-4	-14	1	-6.8	-2	-7	20
CCCc1cc(=O)oc2cc(C)cc(OCC(=O)NCCN3CCOCC3)c12	0	-6	23	1	0	0	0.5	/	1	15
Cc1ccc2nc(NC(=O)c3ccccc3F)sc2c1	-1	-2	40	17	-14	-6	0.3	-4	-8	0
O=[N+]([O-])c1ccc2ncnc(N3CCN(Cc4ccc5c(c4)OCO5)CC3)c2c1	2	2	20	0	/	7	1.0	16	-14	6
O=C(NC1CCCC1)C(NS(=O)(=O)c1ccc(Br)s1)c1ccccc1 (centres undefined)	-2	-4	7	-2	5	-2	-0.3	-1	1	5
O=C(CSCc1ccccc1)Nc1ccc2c(c1)OCO2	0	-4	-4	/	68	0	0.6	0	-8	-44
O=C(NCC(c1ccco1)N1CCc2ccccc21)c1ccccc1F (centres undefined)	-2	-2	4	0	10	3	-3.3	3	-7	-19
C=C(C)Cn1c(CCn2c3ccccc3c3ccccc32)n[nH]c1=S	-4	-5	-2	-3	-1	1	4.0	5	-17	32
